Screening results: PubChem BioAssay, The Scripps Research Institute Molecular Screening Center
Tn7 DDE FP – inhibitors of Tn7 peptide binding to human fibrin DD(E). FP displacement of FITC-Tn7 peptide from fibrin DD(E); 0% = median of compound wells per plate. inhibition, % at 8.3 µM. 370,000 compounds, 0.13% hits. AID 720508;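 active = inhibition above the mean of compounds falling within the control limits plus 3 SD of them, cut at about 14% in these data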;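 note: 0% = plate median of compound wells and 100% = 10 µM Aha-Tn7 peptide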
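Assay system: Human fibrin DD(E) protein | Medium: Tris buffer with calcium and detergent, pH 7.8 | Reagent: 0.1 µM fluorescent Tn7 | Compound dosing: Single point at 8.3 µM | Times: 10 min preincubation, 3 h with tracer, room temperature | Detection: Fluorescence polarization of the labelled Tn7 tracer | Controls: Aha-Tn7 high control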
UHRF1 MBD2 ctr – human UHRF1 methylated DNA binding inhibitors; Q96T88; UHRF1 binding to methylated oligo, TR-FRET; inhibition, % at 4.4 µM; 370,000 compounds, 0.75% hits; in the data active = inhibition above about 21%;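 note: UHRF1 SRA domain binding a hemimethylated CpG hairpin DNA probe; 0% = median of test compound wells and 100% = reference inhibitor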
ASAP1 inh – blocks human ASAP1-stimulated Arf1 GTP hydrolysis; 360,000 compounds, 0.19% hits; GDP FP detection; inhibition, % at 16.5 µM; Q9ULH1; in the data active = inhibition above about 25%;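 note: 0% = vehicle with enzyme and substrate and 100% = no enzyme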
PLC-gamma1 inh – inhibitors of human phospholipase C gamma1; 370,000 compounds, 0.84% hits; AID 720700; P19174; purified PLC-gamma1, fluorogenic substrate, fluorescence; inhibition, % at 12.2 µM; in the data active = inhibition above about 9.5%
MBD2 DNA inh – inhibitors of human MBD2 binding to methylated oligonucleotide. Q9UBB5. TR-FRET. inhibition, % at 4.4 µM. 370,000 compounds, 0.31% hits; in the data active = inhibition above about 13%
proKLK7 act – proKLK7 (human) activation, primary screen; P49862; purified proKLK7, EDANS-DABCYL substrate fluorescence; 100% is mature enzyme control, 0% vehicle; activation, % at 7 µM; 370,000 compounds, 0.9% hits; AID 652039;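 active = activation above the mean of all tested compounds plus 3 SD, computed per campaign excluding outliers beyond control limits, cut at about 13% in these data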
Target sequence (P49862 whole entry, looked up): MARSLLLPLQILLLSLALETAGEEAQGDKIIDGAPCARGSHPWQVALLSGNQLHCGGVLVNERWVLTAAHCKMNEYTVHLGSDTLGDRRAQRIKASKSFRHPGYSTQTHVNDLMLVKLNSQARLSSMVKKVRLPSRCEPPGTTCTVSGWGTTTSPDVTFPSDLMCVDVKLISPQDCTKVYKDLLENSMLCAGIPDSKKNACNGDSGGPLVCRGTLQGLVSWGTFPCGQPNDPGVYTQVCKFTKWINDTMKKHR
Tn6 DDE FP – inhibitors of Tn6 peptide binding to human fibrin DD(E); P02675; Fibrin DD(E) TRITC-Tn6 fluorescence polarization displacement; inhibition, % at 8.3 µM; 370,000 compounds, 0.21% hits; AID 720509;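 active = inhibition above a per-campaign cutoff: mean of compounds within control limits plus 3 SD, cut at about 15% in these data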;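 note: 0% = median of all compound wells on the plate and 100% = blocking peptide control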
ADAM17 inh – ADAM17 inhibition, QFRET primary screen; P78536; recombinant ADAM17, EDANS/DABCYL FRET peptide cleavage; inhibition, % at 6.95 µM; 370,000 compounds, 0.83% hits; AID 720648;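 active = inhibition above the mean of compounds lying between control limits plus 3 SD, set per campaign, cut at about 8.5% in these data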;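 note: 0% = DMSO-only wells as the low control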
Target sequence (P78536 215-824 limits assumed): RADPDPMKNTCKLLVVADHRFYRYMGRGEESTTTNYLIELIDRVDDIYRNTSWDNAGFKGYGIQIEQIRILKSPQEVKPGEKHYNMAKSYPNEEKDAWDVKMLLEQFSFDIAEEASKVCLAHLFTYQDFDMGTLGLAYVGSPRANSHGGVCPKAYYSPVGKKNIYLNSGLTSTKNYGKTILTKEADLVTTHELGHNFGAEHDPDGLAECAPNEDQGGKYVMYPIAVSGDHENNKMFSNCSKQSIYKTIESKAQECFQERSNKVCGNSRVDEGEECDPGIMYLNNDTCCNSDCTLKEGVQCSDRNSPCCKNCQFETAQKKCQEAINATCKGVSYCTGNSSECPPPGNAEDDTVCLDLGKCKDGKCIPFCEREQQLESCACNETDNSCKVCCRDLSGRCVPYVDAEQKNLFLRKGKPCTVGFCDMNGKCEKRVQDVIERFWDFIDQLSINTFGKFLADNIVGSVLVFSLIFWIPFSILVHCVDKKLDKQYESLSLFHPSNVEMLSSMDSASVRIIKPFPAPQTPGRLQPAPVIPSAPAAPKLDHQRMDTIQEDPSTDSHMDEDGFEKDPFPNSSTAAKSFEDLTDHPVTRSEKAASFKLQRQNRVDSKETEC
PLCb3 inh – inhibitors of human phospholipase C beta3; Purified PLC-beta3, fluorogenic substrate, fluorescence; 370,000 compounds, 0.18% hits; Q01970; AID 720704; inhibition, % at 12.2 µM; in the data active = inhibition above about 11%;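 note: 0% = median of compound wells on plate and 100% = full blocker control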
ARFGAP1 inhibitor – inhibitors of rat ARFGAP1. Q62848. Arfgap1-stimulated ARF1 GTP hydrolysis, GDP FP detection. inhibition, % at 16.5 µM. 360,000 compounds, 0.26% hits. AID 651572;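 active = inhibition above a per-plate limit, mean inhibition of low control wells plus 3 SD, cut at about 25% in these data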;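 note: 0% = DMSO wells with enzyme and 100% = wells lacking Arfgap1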
Target sequence (Q62848 1-136 limits assumed): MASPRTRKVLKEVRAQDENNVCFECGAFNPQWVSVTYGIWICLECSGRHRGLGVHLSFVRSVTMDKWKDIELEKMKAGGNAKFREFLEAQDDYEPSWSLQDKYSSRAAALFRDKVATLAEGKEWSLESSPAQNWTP
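System: truncated rat Arfgap1 GAP domain / Medium: HEPES-based buffer, pH 7.5 / Also added: N-terminally truncated human ARF1-GTP substrate / Incubation: enzyme reaction 120 min at 25 °C after 20 min preincubation / Measured by: FP of antibody-bound GDP Alexa 633 tracer, ex 620/em 688 nm / Replicates: singlicate, each compound tested once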
The depositor's hits bear a star; i = inactive; . = no result given.

Tn7 DDE FP	UHRF1 MBD2 ctr	ASAP1 inh	PLC-gamma1 inh	MBD2 DNA inh	proKLK7 act	Tn6 DDE FP	ADAM17 inh	PLCb3 inh	ARFGAP1 inhibitor	SMILES
6.3	-2.3	-0.3	-0.3	-5.5	0.6	0.7	-0.1	-2.1	2.6	C=CCN=C(NC#N)SCC(=O)NC(C)(C)C
9.0	0.0	10.8	-1.3	-2.6	0.2	4.8	-0.7	0.4	-0.1	CCOC(=O)c1cnn(CCOC(=O)c2ccc(OC)cc2)c1NC(=O)c1ccc(OC)cc1
0.5	2.4	-8.2	-2.3	-1.3	0.0	1.7	-1.7	-1.2	-13.5	O=C(CC1=NC2(CCCC2)Cc2ccccc21)N1CCOCC1
-6.1	-1.3	1.1	3.0	1.2	0.1	4.0	-0.3	2.8	-5.0	C=CCn1c(C)cc(C(=O)CSc2ccc(NC(C)=O)cc2)c1C
-5.5	-1.4	3.5	-1.6	1.2	0.6	4.4	1.5	0.9	4.7	CN1C(=S)N(c2ccccc2)C(=O)/C1=C/c1ccco1
-0.7	2.6	-8.0	-68.5	-2.8	-4.9	2.9	-36.5	-120.4	7.9	Cn1c(=O)c(/C=C/c2ccc(F)cc2)nc2ccccc21
0.0	2.2	-2.3	i	-1.0	-7.6	1.1	-101.9	i	12.2	Cc1ccc(-n2nc3ccc(N)cc3n2)cc1C
4.8	2.7	14.7	1.8	-2.5	0.4	-1.0	0.0	0.4	3.0	C#CCN1C=CC(=O)[C@@H](OC(=O)Nc2ccc(Cl)cc2)[C@H]1c1ccccc1Br
2.8	3.6	-3.6	1.2	1.3	-0.6	3.9	-3.0	-6.8	1.7	CC(C)(C)OCC(O)CN1CCN(C(=O)c2ccccc2)CC1 (stereo unspecified)
-4.9	1.7	-3.6	-1.4	-1.0	-0.3	-11.3	5.9	-4.6	5.6	CCOC(=O)C1=NNC(C(=O)c2ccc(C)cc2)C1c1ccc(C)cc1 (stereo unspecified)
-4.2	1.1	6.4	1.2	1.2	-0.6	-0.6	1.1	3.1	11.1	Nn1c(SCc2cccc(C(F)(F)F)c2)nnc1-c1ccco1
1.5	2.8	1.2	-1.9	6.5	0.5	-3.4	-5.2	1.6	6.7	CCCCNC(=O)Cn1nnc(-c2ccccc2)c1COc1ccc(C(C)=O)cc1
8.7	-0.3	-4.9	0.8	1.0	0.3	8.8	1.8	3.4	-15.6	CSc1ccccc1NC(=O)CN(c1ccccc1)S(=O)(=O)N(C)C
0.6	-2.8	-8.8	0.6	-4.1	0.4	0.2	-3.5	-2.1	2.2	Cc1nc(SCC(=O)Nc2ccccc2)c2oc3ccccc3c2n1
-4.2	-2.2	1.4	2.1	4.3	0.5	-4.8	4.8	0.6	-1.5	CC1(C)CC2(CC(c3cccs3)c3cc(Cl)c(O)cc3O2)NC(=S)N1 (stereo unspecified)
-2.7	0.7	3.1	6.2	2.4	0.0	1.0	-0.5	-24.1	15.4	O=[N+]([O-])c1ccc(C2=NCCO2)cc1
9.2	-2.9	-6.1	-5.5	1.9	0.2	-2.0	0.7	-6.1	3.0	Nc1ccc2c(c1)C(=NO)c1ccccc1-2
-0.4	0.9	11.2	0.9	2.8	0.2	-10.5	-0.4	-1.2	11.1	COc1ccc(C(=O)N/C(=C\c2cccs2)C(=O)N2CCN(C)CC2)cc1OC
6.5	-1.2	-10.0	-1.0	-0.3	-0.1	3.2	-5.6	0.0	-2.8	CC(CCc1ccccn1)C(=O)C(C)CCc1ccccn1 (stereo unspecified)
-3.3	-6.4	9.8	0.5	-9.7	-0.2	-7.8	2.0	-6.1	6.3	Cc1c(Nc2nc(-c3ccccc3)cs2)c(=O)n(-c2ccccc2)n1C
-0.6	-1.1	5.3	-1.7	-1.2	-0.4	-3.6	-1.8	-8.0	-4.4	O=C(OC1CCOC1=O)c1ccc(NS(=O)(=O)c2cccs2)cc1 (stereo unspecified)
7.5	-4.7	13.1	-8.8	-7.8	0.0	4.2	-5.0	-12.8	-5.3	CCOC(=O)c1c(C)[nH]c(C(=O)COC(=O)/C=C/c2ccc(O)c(OC)c2)c1C
-1.3	1.1	-9.3	1.2	-2.8	-0.6	-3.8	6.7	11.1*	1.9	O=C1COc2ccc(C(=O)COC(=O)CCCOc3ccccc3)cc2N1
6.8	0.0	2.6	1.3	6.0	0.3	-0.8	-0.5	-5.5	5.1	Cc1nnc(SCC2=C(C(=O)O)N3C(=O)C(NC(=O)Cn4nc(C(F)F)cc4C)C3SC2)s1 (stereo unspecified)
0.8	-1.2	3.4	-0.6	1.8	0.0	-4.1	-2.6	3.4	1.6	Cc1cc(=O)oc2c1c(C)nn2-c1ccc(Cl)cc1
5.7	6.3	14.5	3.2	5.1	-0.5	1.2	3.7	3.1	-8.9	CCOC(=O)C1CCN(C(=O)CC(C)c2ccccc2)CC1 (stereo unspecified)
-1.7	4.0	-7.1	-0.4	1.7	0.0	-6.2	-4.7	-2.4	3.4	COc1cc(C)c(Cl)cc1S(=O)(=O)n1ccnc1
0.9	0.4	3.8	-1.5	-0.9	-0.6	3.8	4.7	-7.7	21.4	COCCNC(=S)N(CCc1c(C)[nH]c2ccc(F)cc12)Cc1ccc(C)cc1
1.6	0.5	-0.5	1.8	-1.4	0.1	4.8	0.1	-5.7	-12.1	COc1cc2c(cc1OC)C(c1cc(Br)ccc1F)N(C(=O)CCl)CC2 (stereo unspecified)
0.7	5.4	-3.9	-10.8	2.0	-0.5	-10.3	-9.0	-27.0	2.9	Nc1c(NCCN2CCCCC2)c2ccccc2oc1=O
-3.5	-1.3	15.2	-1.1	-1.2	-0.3	5.0	-2.1	-5.9	5.2	O=C(COC(=O)/C=C/c1ccc(C(F)(F)F)cc1)NCC1CCCCC1
0.1	1.8	4.5	-3.0	-5.1	-0.1	4.8	-10.0	-1.4	-2.0	CC(O)c1ccc2c(c1)OCCOCCN(C)CCOCCO2 (stereo unspecified)
1.5	-1.4	7.5	6.7	3.3	-0.2	-13.0	-1.4	6.4	4.3	O=C(Nc1ccc(O)cc1)c1cc2ccccc2c(=O)s1
6.3	1.4	-5.0	-57.4	1.4	147.3*	0.0	-4.4	-99.6	-9.0	CCOc1ccc(C(=O)/C=C/Nc2ccc(S(=O)(=O)Nc3cc(C)nc(C)n3)cc2)cc1
-0.5	-0.9	5.8	0.6	79.0*	-0.3	-3.2	-2.1	-2.0	0.3	CCC(=O)c1ccc(OCC(=O)OC(C)C(=O)NCc2ccc3c(c2)OCO3)cc1 (stereo unspecified)
4.2	0.1	-1.0	-1.9	-2.5	0.2	6.5	-5.0	1.7	2.1	Cc1ccnc(NS(=O)(=O)c2ccc(NC(=O)C3CCCO3)cc2)n1 (stereo unspecified)
-0.1	15.9	-5.0	1.0	5.2	-0.1	4.3	-3.5	1.5	-10.1	COC(=O)Cn1c2ccccc2c2nc(=O)cc(C)n21
-9.4	-0.8	-3.4	0.5	2.2	-0.1	7.2	-1.3	-3.8	-16.0	O=C(c1cc2cc(Cl)ccc2o1)N1CCCCCC1
5.3	0.0	-8.1	-0.9	4.4	0.2	3.8	-0.8	-5.7	-10.9	S=C(NCCc1ccccn1)Nc1cc(Cl)cc(Cl)c1
7.1	7.4	-1.3	6.8	2.3	0.2	6.3	0.8	3.7	-12.1	COc1ccc(N2C(=O)CC(N3CCN(c4ccc(S(=O)(=O)N5CCCC5)cc4)CC3)C2=O)cc1 (stereo unspecified)
6.0	0.9	0.4	-0.5	0.3	0.3	3.7	-5.6	-5.9	-0.5	Cn1c(=O)c(=O)n(C)c2cc(S(=O)(=O)N3CC(=O)N(CCc4ccccc4)C(=O)C3)ccc21
-6.4	-0.2	6.3	-11.8	-3.6	0.3	-0.8	3.1	-19.4	8.5	Cc1[nH]c2ccc(C(=O)OCC(=O)Nc3cccc(S(N)(=O)=O)c3)cc2c1C
0.3	-1.1	-11.9	-2.4	-2.2	-0.3	-8.2	-1.6	-12.0	-3.2	C=C(C)CN(CC)C(=O)CC1C(=O)NCCN1CC(C)(C)C (stereo unspecified)
3.7	-0.3	-10.7	0.4	0.1	0.1	-3.3	-2.5	0.5	2.2	Cc1nn(CC(O)CN2c3ccccc3Sc3ccccc32)c(C)c1Br (stereo unspecified)
7.6	-0.2	4.7	-0.9	5.4	0.4	10.3	-1.3	-0.9	-3.5	CCCn1c(N)c(C(=O)NS(=O)(=O)c2ccc(C)cc2)c(=O)n(C)c1=O
3.8	-0.3	4.1	2.9	0.1	-0.4	-2.8	-0.5	2.2	-7.0	COc1ccc(C=O)cc1OS(=O)(=O)c1ccccc1[N+](=O)[O-]
7.3	-2.5	-8.6	-95.0	0.4	-1.3	5.9	-16.2	-104.6	-3.3	CCOc1ccc2nc(NCCNC(=O)Nc3ccccc3)c(C#N)cc2c1
-5.1	-2.9	-1.7	-1.7	-2.4	0.1	-2.3	2.5	-5.9	-4.0	CCOc1ccccc1NC(=O)c1ccc(CN2CCc3ccccc3C2)cc1

Shown in markdown: entries from further up.
| Molecule | Tn7 DDE FP | UHRF1 MBD2 ctr | ASAP1 inh | PLC-gamma1 inh | MBD2 DNA inh | proKLK7 act | Tn6 DDE FP | ADAM17 inh | PLCb3 inh | ARFGAP1 inhibitor |
| --- | --- | --- | --- | --- | --- | --- | --- | --- | --- | --- |
| Cn1c(=O)c(=O)n(C)c2cc(S(=O)(=O)N3CC(=O)N(CCc4ccccc4)C(=O)C3)ccc21 | 6.0 | 0.9 | 0.4 | -0.5 | 0.3 | 0.3 | 3.7 | -5.6 | -5.9 | -0.5 |
| Cc1[nH]c2ccc(C(=O)OCC(=O)Nc3cccc(S(N)(=O)=O)c3)cc2c1C | -6.4 | -0.2 | 6.3 | -11.8 | -3.6 | 0.3 | -0.8 | 3.1 | -19.4 | 8.5 |
| C=C(C)CN(CC)C(=O)CC1C(=O)NCCN1CC(C)(C)C (stereo unspecified) | 0.3 | -1.1 | -11.9 | -2.4 | -2.2 | -0.3 | -8.2 | -1.6 | -12.0 | -3.2 |

(cont.)
Tn7 DDE FP	UHRF1 MBD2 ctr	ASAP1 inh	PLC-gamma1 inh	MBD2 DNA inh	proKLK7 act	Tn6 DDE FP	ADAM17 inh	PLCb3 inh	ARFGAP1 inhibitor	SMILES
-0.8	1.2	1.6	-1.6	1.3	0.1	0.1	-5.8	-5.7	17.7	CC(C)C(NC(=O)c1ccc(Cl)cc1Cl)C(=O)NCCc1ccccn1 (stereo unspecified)
-9.5	-0.3	.	13.4*	-3.1	.	0.4	6.6	2.1	.	O=C(Cn1nc(-c2ccccc2)c2ccccc21)Oc1ccccc1
-4.5	-0.9	1.7	2.3	-0.1	-0.6	-4.6	4.4	3.2	5.3	O=C(CN1C(=O)NC2(CCCC2)C1=O)OCC(=O)c1cccc(Cl)c1
-9.0	2.9	-10.0	7.4	2.6	0.0	4.2	1.1	13.1*	-1.3	CC(NC(=O)c1ccccc1Cl)C1COc2ccccc2O1 (stereo unspecified)
-1.4	8.6	8.2	-1.6	1.6	-0.3	0.4	0.8	-2.8	12.1	O=C(Nc1cccc(Cl)c1)c1ccc(F)c(S(=O)(=O)N2CCN(c3ccccn3)CC2)c1
0.1	1.0	2.2	-0.9	-1.6	0.3	-3.3	-2.3	-5.5	-14.7	O=C(OCc1c(Cl)cccc1Cl)c1cccnc1
